Compound activity: PubChem BioAssay, National Center for Advancing Translational Sciences (NCATS)
IL1B secr inh: qHTS for Inhibitors of Inflammasome Signaling: IL-1-beta AlphaLISA Primary Screen. activity change, % at 57.5 µM. actives 4.7% (n = 360,000). THP-1 LPS/ATP IL-1B secretion, AlphaLISA, 16 h; stronger effect = lower value; in the data active = activity change below about -50%; inconclusive = mostly about -30% to -49%; note: % is set by controls: 0 for no effect and ±100 for the full control effect
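Secreted IL-1B measured by AlphaLISA bead assay after 16 h compound exposure of THP-1 cells; compounds (final up to 57.5 uM) added 1 h before LPS (250 ng/mL) and ATP (1.25 mM) stimulation; lower signal means less secretion.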
ATXN2 expr inh: Primary qHTS for Inhibitors of ATXN expression; HEK-293 ATXN2-luciferase reporter, luminescence, 24 h; Potency, µM (highest dose often 57 µM), for the others: at the top dose activity change, negative = inhibition, hits mostly inhibitors; actives 0.72% (n = 360,000); note: potency is the fitted concentration of half-maximal effect; % is set by controls: 0 for no effect and ±100 for the full control effect; nearly all actives have a fitted effect of over 55% in size
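ATXN2-luciferase reporter cells (luciferase flanked by upstream and downstream ATXN2 gene portions) were treated 24 h at 37 °C with compounds at up to 57 uM. SteadyGlo luminescence gave expression; GF-AFC fluorescence gave viability.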
SW480 rereplic: A quantitative high throughput screen for small molecules that induce DNA re-replication in SW480 colon adenocarcinoma cells | actives 1.8% (n = 340,000) | Potency, µM (doses to about 46.1 µM), for inactives: at the highest dose re-replication activation, most hits filed as activators | SW480 DNA re-replication, Hoechst DNA content imaging, 48 h; note: potency is the fitted concentration of half-maximal effect; % of control where 0% means no effect; nearly all actives have a fitted effect of over 55% in size
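Readout is total intensity of Hoechst-stained nuclei, excited at 405 nm and collected at 500-530 nm. Compound treatment lasted 48 hr at 37 C in 5% CO2 before staining.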
HT1080 IDH1KD tx: qHTS for induction of synthetic lethality in tumor cells producing 2HG: qHTS for the HT-1080-IDH1KD cell line; HT-1080 IDH1 knockdown viability, ATP luminescence, 48 h; Potency, µM (highest dose often 46.1 µM), inactives show at the highest dose activity, negative = toxicity, usual class: cytotoxic; actives 2% (n = 360,000);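 note: potency is the fitted concentration of half-maximal effect; 0% = DMSO wells and -100% = cell-free medium wells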
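Luminescent ATP read-out (CellTiter-Glo, 10 min at room temperature) after 48 h compound exposure at 37 °C gave viability of IDH1-knockdown HT-1080 cells. Activity was normalised to DMSO and cell-free wells, then fitted as concentration-response curves.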
WRN inhibitor: qHTS for Inhibitors of WRN Helicase; WRN helicase unwinding, fluorescent forked duplex, kinetic; actives 0.46% (n = 360,000); AID 651768, 2012; Potency, µM (series often up to 114 µM), without a hit: at the top dose activity change, negative = inhibition, usual class: inhibitors; Bifunctional 3'-5' exonuclease/ATP-dependent helicase WRN (Homo sapiens), Q14191; note: potency is the fitted concentration of half-maximal effect; % is set by controls: 0 for no effect and ±100 for the full control effect; nearly all actives have a fitted effect of over 55% in size
Target sequence (Q14191 whole entry, looked up): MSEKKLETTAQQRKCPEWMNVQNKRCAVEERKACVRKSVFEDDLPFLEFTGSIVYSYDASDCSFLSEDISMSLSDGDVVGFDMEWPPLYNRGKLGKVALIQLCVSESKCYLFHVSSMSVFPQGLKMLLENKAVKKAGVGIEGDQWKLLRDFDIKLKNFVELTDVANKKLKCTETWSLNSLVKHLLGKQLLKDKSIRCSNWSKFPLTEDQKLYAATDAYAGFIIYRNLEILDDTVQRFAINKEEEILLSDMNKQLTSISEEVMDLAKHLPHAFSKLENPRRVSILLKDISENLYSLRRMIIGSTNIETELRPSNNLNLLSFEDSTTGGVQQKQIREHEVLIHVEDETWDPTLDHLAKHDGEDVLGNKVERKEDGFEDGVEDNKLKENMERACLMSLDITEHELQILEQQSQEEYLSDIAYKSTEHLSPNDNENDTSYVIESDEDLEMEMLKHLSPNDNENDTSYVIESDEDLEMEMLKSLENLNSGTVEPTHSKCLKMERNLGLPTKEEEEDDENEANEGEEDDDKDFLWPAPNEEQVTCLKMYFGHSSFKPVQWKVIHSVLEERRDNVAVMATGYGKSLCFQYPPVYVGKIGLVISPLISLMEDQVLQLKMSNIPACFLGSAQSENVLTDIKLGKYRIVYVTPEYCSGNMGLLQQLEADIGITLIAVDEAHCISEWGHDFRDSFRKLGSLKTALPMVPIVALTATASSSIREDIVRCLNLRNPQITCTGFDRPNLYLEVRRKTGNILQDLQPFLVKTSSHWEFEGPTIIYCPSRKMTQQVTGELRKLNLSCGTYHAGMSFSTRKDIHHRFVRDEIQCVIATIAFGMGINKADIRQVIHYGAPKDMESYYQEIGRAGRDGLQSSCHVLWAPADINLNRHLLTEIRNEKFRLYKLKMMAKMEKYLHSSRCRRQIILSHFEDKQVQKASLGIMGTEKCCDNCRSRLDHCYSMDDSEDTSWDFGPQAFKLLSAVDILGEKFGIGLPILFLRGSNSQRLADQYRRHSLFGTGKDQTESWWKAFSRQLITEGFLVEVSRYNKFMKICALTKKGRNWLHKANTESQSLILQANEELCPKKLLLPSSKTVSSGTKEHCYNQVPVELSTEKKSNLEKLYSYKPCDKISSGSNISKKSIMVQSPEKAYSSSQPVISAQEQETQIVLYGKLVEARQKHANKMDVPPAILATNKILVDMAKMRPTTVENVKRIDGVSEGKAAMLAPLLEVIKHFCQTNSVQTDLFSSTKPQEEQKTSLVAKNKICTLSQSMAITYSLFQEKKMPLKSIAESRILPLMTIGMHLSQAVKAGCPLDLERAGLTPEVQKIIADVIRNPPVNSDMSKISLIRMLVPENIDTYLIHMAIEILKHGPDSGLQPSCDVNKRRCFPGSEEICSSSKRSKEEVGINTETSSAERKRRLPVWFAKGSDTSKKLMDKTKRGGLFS
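WRN at 20 nM final was preincubated with compound for 15 min at room temperature; reaction started with 100 nM forked duplex oligonucleotide carrying fluorophore and quencher plus 2 mM ATP (final). Unwinding followed kinetically by red fluorescence (ex 525/em 598 nm).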
MCF10A rereplic: A quantitative high throughput screen for small molecules that induce DNA re-replication in MCF 10a normal breast cells; MCF 10A DNA re-replication, Hoechst nuclear intensity, 48 h; Potency, µM (highest dose often 46.1 µM), without a hit: at the highest dose activity, positive = re-replication, most hits filed as activators; actives 2.9% (n = 350,000); AID 624296, 2012; note: potency is the fitted concentration of half-maximal effect; % of control where 0% means no effect; nearly all actives have a fitted effect of over 50% in size
HT1080NT lethal: qHTS for induction of synthetic lethality in tumor cells producing 2HG: qHTS for the HT-1080-NT fibrosarcoma cell line; HT-1080-NT fibrosarcoma viability, CellTiter-Glo ATP luminescence, 48 h; Potency, µM (top dose mostly 46.1 µM), inactives show at the top dose activity, negative = less viability, most hits filed as cytotoxic; actives 1.6% (n = 360,000); AID 686970, 2013;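 note: NT is the 2HG producing partner of a matched IDH1 knockdown line; potency is the fitted concentration of half-maximal effect; 0% = DMSO-treated cells and -100% = media-only wells without cells; nearly all actives have a fitted effect of over 55% in size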
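Luminescent CellTiter-Glo readout after 48 hours of compound exposure at 37 degrees C defined viability of HT-1080-NT cells. Activity was normalized to DMSO wells and cell-free media wells; concentration-response curves were fitted and assigned curve classes.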
KB-3-1 cytotox: qHTS assay for MDR1-selective chemotherapeutics: Primary screen using the parental adenocarcinoma cell KB-3-1; KB-3-1 viability, CellTiter-Glo ATP luminescence, 72 h; actives 1.4% (n = 400,000); Potency, µM (doses to about 46.1 µM), inactives show top-dose activity change, negative = cytotoxic, usual class: cytotoxic; note: potency is the fitted concentration of half-maximal effect; % is set by controls: 0 for no effect and ±100 for the full control effect; nearly all actives have a fitted effect of over 60% in size
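Cytotoxicity measured as CellTiter-Glo luminescence after 72 h at 37 C. Compound titrations were pinned onto drug-naive KB-3-1 parental adenocarcinoma cells grown in DMEM with 10% FBS, and normalized data fitted to concentration-response curves.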
KB-V1 MDR tox: qHTS assay for MDR1-selective chemotherapeutics: Primary screen using the drug-selected MDR subline cells KB-V1 | actives 3.4% (n = 400,000) | KB-V1 MDR cells viability, CellTiter-Glo, 72 h | Potency, µM (top dose mostly 46.1 µM), without a hit: top-dose activity change, negative = cytotoxicity, actives largely listed as cytotoxic; note: potency is the fitted concentration of half-maximal effect; % is set by controls: 0 for no effect and ±100 for the full control effect; nearly all actives have a fitted effect of over 60% in size
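KB-V1, DMEM (no phenol red) + 10% FBS; cpd pin-transferred, titration series; 72 h, 37 degrees C; CellTiter-Glo, luminescence. Data normalized, curve-fit.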
An asterisk follows results filed as active; ? = inconclusive; / = not tested or not shown; [ ] = remark or other dose. Unless noted, calls come from the whole dose curve; as a rule, active = well fitted curve in the direction sought with a large enough effect; inconclusive = small, poorly fitted or top-dose-only effect, or another doubt; inactive = no such curve, though single readings can be large; an effect the other way counts as inactive or inconclusive. Random draw from the library, and some 12% of all compounds hit somewhere here.

SMILES	IL1B secr inh	ATXN2 expr inh	SW480 rereplic	HT1080 IDH1KD tx	WRN inhibitor	MCF10A rereplic	HT1080NT lethal	KB-3-1 cytotox	KB-V1 MDR tox
Cc1cc(Cl)ccc1NC(=O)C1CCCN1C(=O)c1cccs1 (stereo not given)	0	-33%	0%	-11%	0%	-2%	-1%	-8%	-22%
COC(=O)c1ccc2cc(OC)cc([N+](=O)[O-])c2n1	9	-13%	-1%	-2%	-3%	-6%	2%	-9%	24%
CC(CNC(=O)CN1C(=O)NC2(CCCCC2C)C1=O)c1ccccc1 (stereo not given)	11	2%	0%	-5%	-12%	5%	0%	-8%	-15%
CCC(=O)Nc1ccc(Nc2nc(Cl)nc(Nc3ccc(NC(=O)CC)cc3)n2)cc1	-8	1%	-2%	-16%	-13%	0%	-8%	-4%	8%
CN(Cc1cccs1)C(=O)Cn1cnc2ccccc2c1=O	15	-2%	-2%	6%	-1%	1%	-1%	-7%	-11%
CNC(=O)OCc1ncn(-c2ccccc2)c1COC(=O)NC	22	14%	/	6%	7%	/	26%	0%	-1%
COc1ccc(N2CCN(C(c3cc(OC)ccc3OC)c3nnnn3CC3CCCO3)CC2)cc1 (stereo not given)	1	-13%	1%	3%	-14%	-25%	7%	13%	2%
CCCN(CC(=O)Nc1ccccc1C)C(=O)C1CC(=O)N(Cc2ccccc2)C1 (stereo not given)	-3	-12%	?	-4%	-2%	3%	3%	0%	-1%
CCOC(=O)N1CCC(NC(=O)CCC(=O)N2CC(C)Oc3ccc(Cl)cc32)CC1 (stereo not given)	-19	5%	-3%	3%	4%	-2%	1%	10%	-4%
CC[C@H]1c2[nH]c3ccccc3c2C[C@H]2C(=O)N(c3ccc(F)cc3)C(=O)N21	-6	-30%	15%	3%	-3%	?	-12%	-7%	0%
CN(C)c1ccc(P(=O)(OC2CCCCC2)C(Nc2ccccc2)c2cccnc2)cc1 (stereo not given)	-52*	?	0%	-19%	-22%	5%	-21%	-8%	-2%
O=C(Nc1ccccc1C(=O)NCCCN1CCOCC1)c1ccc(Cl)cc1	0	1%	6%	-1%	?	-1%	-9%	-9%	-12%
O=C1/C(=C/c2c[nH]c3ccccc23)CCC/C1=C\c1c[nH]c2ccccc12	-4	?	?	?	-10%	21µM*	?	?	?
CCOC(=O)[C@H]1[C@H]2COc3ccc(Cl)cc3[C@@H]2N2C(=O)[C@H](C)NC(=O)[C@@]12C	23	-12%	-8%	1%	-8%	?	3%	1%	9%
COc1cccc(CN(C)C(=O)c2ccc(C)c(S(=O)(=O)N3CCCCC3)c2)c1	27	-24%	-6%	0%	11%	16%	2%	-15%	-26%
CC(C)c1nc(-c2ccccn2)no1	-7	36%	-2%	3%	-29%	1%	2%	7%	2%
COc1cc(/C=C2\SC(=Nc3cccnc3)NC2=O)cc(OC)c1OC	75	14%	2%	0%	13µM*	3.7µM*	0%	-9%	11%
COc1ccc(C(O)(CC(C)C)C(CN2CCOCC2)c2ccccc2)cc1 (stereo not given)	-5	-5%	?	-7%	4%	13%	-5%	-5%	-16%
Cc1cc(CNC(=O)c2cccnc2Cl)c2ccccc2n1	62	-1%	/	?	-6%	/	-12%	-5%	?
Cc1ccc(-c2c(NC(=O)C(C)C)n(C)c3ccccc3c2=O)cc1	-30	-1%	-3%	-2%	3%	7%	15%	-1%	-2%
O=C1c2ccccc2C(=O)N1c1cccc2ccccc12	-6	-18%	-4%	0%	1%	-1%	11%	4%	-2%
Cc1cccc(-c2cc3nc4c(c(N5CCCC(O)C5)n3n2)CCC4)c1 (stereo not given)	/	-4%	7%	?	-15%	4%	?	0%	?
CCN(CC)S(=O)(=O)c1cccc(-c2nnc(SCC(=O)N3CCC(C(=O)O)CC3)n2N)c1	-5	5%	0%	5%	-1%	-10%	-1%	15%	31%
O=C1CCCC(O)=C1C=NCCc1ccccc1	19	7%	-3%	12%	0%	-14%	15%	11%	0%
CS(=O)(=O)N(CC(=O)N1CCCCC1)c1ccc(Cl)c(C(F)(F)F)c1	-1	-11%	2%	4%	3%	6%	8%	-2%	-29%
O=C(Nc1ccc(-c2nc3cc(Cl)ccc3c(=O)o2)cc1)c1ccco1	15	-20%	-6%	25%	-11%	0%	28%	8%	11%
C=C(C)Cc1c(C)nc(-c2ccccc2)[nH]c1=O	-7	3%	0%	0%	6%	2%	1%	7%	14%
COc1ccc(/C=C2\CCCC3C2=NC(=S)NC3c2ccc(OC)cc2)cc1 (stereo not given)	0	4%	18µM*	4%	4%	7.3µM*	1%	-3%	-16%
O=C(Cc1ncc(C(F)(F)F)cc1Cl)N1CCN(c2ccc(F)cc2)CC1	-1	-18%	1%	-7%	-8%	4%	-3%	1%	-14%
COc1ccc(-c2ccc(C(=O)N3CCOCC3)c3occc23)c(C)c1	16	-32%	/	?	-10%	/	-14%	-2%	-13%
O=C(Cn1c(-c2cncs2)nc2ccccc21)NC1CCCC1	2	-13%	-6%	4%	5%	-5%	-1%	7%	18%
COc1ccccc1NC(=O)C1CCN(S(=O)(=O)c2ccc3c(c2)NC(=O)CO3)CC1	-4	-2%	-25%	-7%	6%	1%	-5%	4%	7%
O=C1CN=C(Nc2ccccc2)N1Cc1cccs1	-23	93%[activator]	3%	15%	7%	3%	17%	3%	1%
CCOC(=O)Cc1c(C)nc2c(-c3ccc(Cl)cc3)c(C)[nH]n2c1=O	42	?	2%	10µM*	-24%	-6%	13µM*	?	?
Cc1cccc(C)c1NS(=O)(=O)c1ccc(F)cc1	14	-4%	1%	1%	5%	-3%	0%	2%	9%
COc1cccc(C(C#N)N2CCCCC2)c1O (stereo not given)	30	2%	-1%	2%	-4%	0%	5%	5%	4%

Three compounds already listed, arranged by length of the SMILES, rising:
SMILES	IL1B secr inh	ATXN2 expr inh	SW480 rereplic	HT1080 IDH1KD tx	WRN inhibitor	MCF10A rereplic	HT1080NT lethal	KB-3-1 cytotox	KB-V1 MDR tox
COc1ccc(-c2ccc(C(=O)N3CCOCC3)c3occc23)c(C)c1	16	-32%	/	?	-10%	/	-14%	-2%	-13%
O=C(Cc1ncc(C(F)(F)F)cc1Cl)N1CCN(c2ccc(F)cc2)CC1	-1	-18%	1%	-7%	-8%	4%	-3%	1%	-14%
CS(=O)(=O)N(CC(=O)N1CCCCC1)c1ccc(Cl)c(C(F)(F)F)c1	-1	-11%	2%	4%	3%	6%	8%	-2%	-29%

(cont.)
SMILES	IL1B secr inh	ATXN2 expr inh	SW480 rereplic	HT1080 IDH1KD tx	WRN inhibitor	MCF10A rereplic	HT1080NT lethal	KB-3-1 cytotox	KB-V1 MDR tox
COC(=O)CSC1=C(C#N)C(c2ccc(C)o2)CC(=O)N1 (stereo not given)	5	-27%	5.8µM*	7.3µM*	-2%	?	?	18µM*	?
CCc1ccc(C(=O)C(C)OC(=O)c2nc3nc(C)cc(C)n3n2)cc1 (stereo not given)	-8	-5%	-3%	6%	5%	-3%	1%	3%	0%
O=c1c2ccccc2ncn1Cc1ccccc1	12	2%	-33%[inhibitor]	3%	-1%	0%	-4%	1%	-12%
CCNC(=S)N1CCc2cc(OC)c(OC)cc2C1COc1ccccc1OC (stereo not given)	-19	?	0%	-6%	-5%	-1%	0%	2%	?
COc1ccc(NC(=O)c2cc(-c3cc(OC)c(OC)c(OC)c3)nc3ccccc23)cc1OC	-10	-23%	-4%	-29%	7%	20%	-2%	?	21µM*
O=c1[nH]cnc(O)c1Nc1cccc(Cl)c1	-8	1%	-6%	18%	3%	-1%	6%	-1%	-8%
O=C(CSc1nnc(CNC(=O)c2ccccc2F)o1)NCC1CCCO1 (stereo not given)	17	-5%	2%[9.22 µM]	2%	5%	-4%	7%	4%	7%
COc1ccccc1/C=N/Nc1cc(N(C)C)nc(N(C)C)n1	-153*	-8%	?	?	-8%	?	?	17%	-9%
CCCCNC(=O)N1CCc2[nH]c3ccccc3c2C1	38	-7%	-5%	-6%	13%	-4%	-4%	-18%	-12%
Cc1ccc2oc(C(=O)Nc3nnc(CC(C)C)s3)c(C)c2c1	0	36%[activator]	-6%	23%	3%	2%	29%	11%	-14%
COc1ccccc1NC(=O)CCSc1nc(C)cs1	-5	/	-11%	2%	1%	-2%	-9%	8%	1%
CCn1c(CCNC(=O)c2ccc(Cl)cc2)n[nH]c1=S	15	-6%	-8%	1%	0%	-5%	-1%	7%	0%
CN(C(=O)Cn1nnc(-c2cccnc2)n1)C1CCCCC1	-14	-11%	-1%	-1%	-5%	-2%	-2%	25%	6%
c1ccc(Nc2nn[nH]n2)cc1	19	2%	-3%	6%[9.24 µM]	-5%[57.1 µM]	2%	9%	8%	11%
CN(C)C(=O)C12CCC(C)(c3nc4ccccc4nc31)C2(C)C (stereo not given)	-5	18%	-1%	6%	-9%	?	15%	2%	4%
O=C(OCc1nnc(-c2ccccc2)o1)c1cc(=O)c2ccccc2o1	-11	20%	-2%	-5%	-7%	-3%	-5%	-5%	-2%
Cc1ccc2[nH]c(O)c(N=NC(N)=S)c2c1	?	/	-10%	13%	-12%	-1%	13%	2%	-1%
O=C(NC1CCCCC1)C1CCCN1S(=O)(=O)c1ccc(F)cc1 (stereo not given)	40	7%	29%	14%	5%	12%	24%	3%	-4%
